# Screens (PubChem BioAssay)
# PolyA inh: yeast polyadenylation inhibition; S. cerevisiae SKY197-pL101 polyadenylation reporter, beta-gal luminescence; efflux-impaired pdr1/pdr3 knockout yeast; score 100 = 6 SD above DMSO; calls only at 12 µM; actives 0.02% (n = 300,000); AID 1875;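 active means lowest replicate activity score at least 50, where 100 means six control SD above control mean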;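 further: yeast exposed to compound for 9 h at 30 °C; higher score means more reporter readthrough which indicates perturbed polyadenylation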
# Dyrk1A ADPGlo: Dyrk1A (rat) kinase inhibition; inhibition, % at 12.5 µM; AID 504441; Q63470; actives 0.43% (n = 310,000); ADP-Glo luminescence, NFATc1 peptide; in the data active means inhibition above about 50%;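 further: plate controls were vehicle with enzyme for no effect and no enzyme for full effect; many of its hits are not listed in these tables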
# GSK3beta inhib: human GSK3beta kinase inhibition; AID 2097; P49841; actives 0.038% (n = 300,000); activity score (negative = inhibition), % at 10 µM; GST-GSK3beta kinase, ADP-Glo luminescence, 60 min; stronger effect = lower value;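 active means more than half of replicate wells score below -50%, meaning over 50% inhibition versus plate controls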;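 further: 0% = median DMSO wells and -100% = median GW8510 positive control wells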
#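 Assay system: GST-fused GSK3beta enzyme, cell-free / Medium: Tris pH 7.5 buffer with MgCl2, DTT, BSA, heparin / Also added: peptide substrate plus 25 µM ATP (final) / Compound: 10 µM single point / Timing: kinase reaction with compound 60 min at room temperature / Detection: ADP-Glo luminescence / Benchmarks: DMSO neutral wells and GW8510 at 20 µM as positive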
# KCNQ1 inh: blocks the human KCNQ1 potassium channel; B-score at 10 µM; P51787; CHO-K1 KCNQ1, FluxOR thallium flux fluorescence; stronger effect = higher value; actives 1.3% (n = 310,000); AID 2642;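 active means compounds whose thallium flux B-score, printed positive for inhibition, exceeds three library SD while starting fluorescence stays within three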;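 further: channel opened by potassium depolarization with thallium stimulus after 20 min compound exposure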
# GSK3A inh: human GSK-3 alpha kinase inhibition | P49840 | ADP-Glo luminescence, 60 min | inhibition, % at 10 µM | actives 0.1% (n = 320,000) | AID 2650;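 in the data active means inhibition above about 50%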;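 further: GST-tagged GSK-3 alpha with peptide substrate and 25 µM ATP; 0% = DMSO neutral wells and 100% = GW8510 positive control wells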
# Target sequence (P49840 whole entry, looked up): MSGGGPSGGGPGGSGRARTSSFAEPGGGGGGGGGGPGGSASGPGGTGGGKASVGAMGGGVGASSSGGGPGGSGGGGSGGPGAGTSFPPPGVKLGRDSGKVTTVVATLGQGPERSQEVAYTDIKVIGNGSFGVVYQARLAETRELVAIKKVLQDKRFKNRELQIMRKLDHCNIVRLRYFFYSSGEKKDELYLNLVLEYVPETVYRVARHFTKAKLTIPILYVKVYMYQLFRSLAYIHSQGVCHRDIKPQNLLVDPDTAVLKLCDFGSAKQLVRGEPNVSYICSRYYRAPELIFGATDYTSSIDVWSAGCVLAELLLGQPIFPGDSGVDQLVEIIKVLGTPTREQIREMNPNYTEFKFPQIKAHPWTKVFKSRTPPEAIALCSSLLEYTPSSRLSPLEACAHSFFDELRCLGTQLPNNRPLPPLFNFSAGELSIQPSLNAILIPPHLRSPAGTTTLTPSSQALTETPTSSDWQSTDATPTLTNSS
# hERG rescue: shields human hERG channel from block by proarrhythmic agents. CHO-hERG, FluxOR thallium flux, dofetilide IC70 present. activation (rescue from dofetilide block), less the hit threshold, % at 10 µM. actives 0.51% (n = 310,000). AID 1511;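 active means activation above the mean of controls blocked by dofetilide plus 5 SD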;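 further: thallium influx through hERG after potassium depolarization seen as dye fluorescence rise; in these data hits start at about 4.7%; inactives centre near -7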
# RGS4 inh: human RGS4 inhibition; P49798; HEK293 M3R/RGS4 inducible, Fluo-4 calcium flux; stronger effect = higher value; triggered by carbachol at its EC20; B-score at 10 µM; actives 0.45% (n = 310,000);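 active means B-score, a plate-corrected calcium signal, over three deviations above library mean, with baseline fluorescence within five deviations of library mean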;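 further: RGS4 expression induced by doxycycline in cells with stable M3 receptor; B-score is computed from the integrated fluorescence ratio over baseline after carbachol; higher B-score means a larger calcium signal and so more RGS4 inhibition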
# Target sequence (P49798 whole entry, looked up): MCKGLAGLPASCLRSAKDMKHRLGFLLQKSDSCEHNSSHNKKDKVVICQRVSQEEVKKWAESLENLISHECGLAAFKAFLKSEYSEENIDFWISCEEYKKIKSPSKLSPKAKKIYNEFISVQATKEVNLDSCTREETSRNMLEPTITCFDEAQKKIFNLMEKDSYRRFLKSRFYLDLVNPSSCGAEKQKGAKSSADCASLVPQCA
# KCNK3 inh: human KCNK3 channel inhibition, primary screen | O14649 | CHO-KCNK3 thallium flux, FluxOR fluorescence; stronger effect = lower value | B-score at 10 µM | actives 0.84% (n = 340,000) | AID 602410;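 active means B-score under library mean minus 4 SD, starting fluorescence ratio at most library mean plus 5 SD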;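 further: more negative B-score means stronger inhibition of thallium flux through KCNK3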
# KCNK9 inh: inhibitors of human KCNK9 two-pore domain potassium channel; HEK293 KCNK9, FluxOR thallium flux fluorescence; stronger effect = lower value; actives 1.2% (n = 310,000); B-score at 10 µM; Q9NPC2;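 active means ratio B-score over 3 SD below the library mean, with starting fluorescence within 5 SD of its mean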;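 further: negative B-score means less thallium flux so channel inhibition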
# Target sequence (Q9NPC2 whole entry, looked up, the tested form may be a part): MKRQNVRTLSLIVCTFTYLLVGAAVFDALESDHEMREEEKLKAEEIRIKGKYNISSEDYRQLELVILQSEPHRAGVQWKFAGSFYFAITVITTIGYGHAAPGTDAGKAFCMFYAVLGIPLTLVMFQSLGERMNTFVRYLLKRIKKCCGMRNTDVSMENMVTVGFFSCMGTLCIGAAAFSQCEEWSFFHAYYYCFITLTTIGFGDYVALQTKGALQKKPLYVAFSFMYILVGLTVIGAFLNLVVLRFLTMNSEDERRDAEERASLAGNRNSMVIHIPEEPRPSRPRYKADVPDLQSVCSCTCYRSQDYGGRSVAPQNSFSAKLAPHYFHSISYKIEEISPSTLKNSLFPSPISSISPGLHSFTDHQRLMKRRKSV
# KCNQ1 pot: potentiates or activates the human KCNQ1 potassium channel; P51787; CHO-K1 KCNQ1, thallium flux FluxOR fluorescence; stronger effect = higher value; B-score at 10 µM; actives 0.35% (n = 310,000); AID 2648;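 active means fluorescence ratio B-score, a plate-corrected score, at least three library SD, with initial intensity B-score within 5 SD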
#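 System: Stable KCNQ1 CHO-K1 line | Incubation: 90 min dye loading and 20 min compound exposure, both at room temperature | Measure: Ratio B score | Medium: Assay buffer for compound exposure, DMSO matched across wells | Compound dosing: Single-concentration screen | Probe or stimulus: K+/Tl+ depolarizing stimulus | Measured by: Kinetic FluxOR fluorescence, 10 s baseline plus 110 s post-stimulus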
# RGS4 act: RGS4 potentiation or activation. actives 0.92% (n = 310,000). HEK293 M3R/inducible RGS4, carbachol calcium flux Fluo4; stronger effect = lower value. B-score at 10 µM;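 active means B-score of the integrated calcium signal more than 4 SD below the library mean, with starting fluorescence not abnormally high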;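 further: negative B-score means reduced calcium response which marks RGS4 activation or potentiation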
#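 test system = M3R-expressing HEK293 line, RGS4 induced by doxycycline | probe or stimulus = carbachol at ECmax as muscarinic agonist stimulus | timing = dye loading 30 min 37 °C, buffer rest 30 min RT | signal = calcium dye Fluo4 fluorescence | evaluation = B score from integrated fluorescence ratio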
# * marks the source's active call; other numbers are inactive results; i = inactive; · = not tested or not shown.
SMILES	PolyA inh	Dyrk1A ADPGlo	GSK3beta inhib	KCNQ1 inh	GSK3A inh	hERG rescue	RGS4 inh	KCNK3 inh	KCNK9 inh	KCNQ1 pot	RGS4 act
Cc1cccc(NCC(=O)NNC(=S)Nc2ccccc2)c1	·	·	-0.2	i	-8.1	-18.9	i	i	i	i	i
CCCCc1n[nH]c2c1/C(=N/O)CC(c1ccccc1)C2 (stereo not drawn)	i	3.6	3.2	i	1.1	-8.8	i	i	i	i	i
Cc1ccc(NC(=O)/C=C/c2cccc([N+](=O)[O-])c2)nc1	i	-1.9	-2.0	i	0.5	-9.2	i	i	i	i	i
COc1ccc(C(=O)Nc2cccc3cccnc23)cc1OC	i	3.8	-1.9	i	0.4	-6.9	4.9*	i	i	i	i
Cc1cnn(Cc2ccccc2)c1N	i	-9.4	-0.5	i	-1.7	-3.9	i	i	i	i	i
Cc1cc(NC(=O)CSc2nnc(Nc3ccccc3C)s2)no1	i	-6.6	-0.5	i	1.6	-1.7	i	i	i	i	i
Cc1cc(C(=O)OCC(=O)Nc2cc(S(=O)(=O)N(C)C)ccc2Cl)c2ccccc2n1	i	·	-0.6	i	-2.2	-10.5	i	i	i	i	i
CN(C)CCCNc1c2c(nc3ccccc13)CCC2	i	-1.3	1.6	i	-2.0	-8.8	i	i	i	i	i
Cc1nn(C)cc1CNC(=O)c1cnn2c(C(F)F)cc(C3CC3)nc12	i	8.1	0.3	i	1.6	-3.5	i	i	i	i	i
Cc1ccc(-c2cc(=O)c3ccccc3[nH]2)cc1	i	10.7	-0.2	i	-2.7	-7.9	i	i	i	i	i
O=C(ON=C1CCSCC1)c1ccccc1	·	-0.1	0.0	i	1.6	-4.0	i	i	i	i	i
COc1nc(NC(C)=O)nc(C)c1Br	i	·	0.5	i	-2.7	-7.8	i	·	i	i	i
O=c1[nH]c2ccccc2c(O)c1SCCO	i	4.6	4.2	i	-2.7	-12.1	i	i	i	i	i
O=C(NC(=S)N1CCN(Cc2ccccc2)CC1)c1cccnc1	i	-1.7	1.0	i	-2.4	-5.1	i	i	i	i	i
COc1ccc(C2CC(c3ccccc3)=NN2C(=O)COC(=O)C2(C)CC2(Cl)Cl)cc1 (stereo not drawn)	i	-0.9	0.2	i	-1.9	-9.6	i	i	i	i	i
NS(=O)(=O)c1ccc(NC(=O)c2ccc3c(c2)OCO3)cc1	i	-4.0	-1.0	i	0.9	-4.7	i	i	i	i	i
Cc1ccccc1-c1nc(CN2CCN(C(=O)c3ccco3)CC2)c(C)o1	i	2.6	-0.3	i	-1.0	-4.8	i	i	i	i	i
Cc1ccc(-c2nc3cccnc3o2)cc1NC(=O)COc1ccc(Cl)cc1C	i	5.0	-0.7	i	-2.2	-14.7	i	i	i	i	i
CCCCN(C(=O)C1CC(=O)N(c2ccc3c(c2)OCCO3)C1)c1c(N)n(CCCC)c(=O)[nH]c1=O (stereo not drawn)	i	1.3	1.2	i	-1.1	-11.4	i	i	i	i	i
COc1ccc(CCNC(=O)CN(C)S(=O)(=O)c2cccs2)cc1OC	i	-2.0	-5.9	i	0.4	-7.8	i	i	i	i	i
CCOc1ccc(OCCC(=O)OCC(=O)Nc2ccc(C)c(S(=O)(=O)N3CCCCC3)c2)cc1	i	-5.0	-5.7	i	·	-5.7	i	i	i	i	i
COc1cccc(-n2nc(-c3ccnn3-c3ccc(F)cc3)c(=O)n(C)c2=O)c1	i	2.4	0.9	i	1.5	-6.8	i	i	i	i	i
O=C(CCl)Nc1cccn2ncnc12	i	6.5	-0.8	i	9.3	-5.1	i	i	i	i	i
C=CCNC(=O)C1CCN(c2ccc(S(=O)(=O)N3CCOCC3)cc2[N+](=O)[O-])CC1	i	-0.1	3.1	i	-3.6	-9.9	i	i	i	i	i
Cn1c(C(=O)NC2CCCCCC2)cc2c(=O)n(C)c3ccccc3c21	i	-8.9	1.7	i	-1.7	-16.1	i	i	i	i	i
COC(=O)c1ccc(-c2ccc(/C=N/N3C(=O)C4C5C=CC(C6CC56)C4C3=O)o2)cc1 (stereo not drawn)	i	-6.1	-2.3	i	-1.0	-11.3	i	i	i	i	i
CC(Oc1ccc(Br)cc1)C(=O)Nc1nnc(C2CC2)s1 (stereo not drawn)	·	5.8	3.1	i	-1.7	-13.2	i	i	i	i	i
Cc1ccc(CNC(=O)CN2CCN(Cc3ccc(Cl)cc3)C2=O)cc1	i	-13.4	2.6	i	0.3	-6.8	i	i	i	i	i
Cc1ccccc1Cn1nnc(-c2cccc(C(=O)O)c2)n1	i	2.6	3.5	i	-2.9	-9.8	i	i	i	i	i
CC(C)NC(=O)COc1coc(CN2CCN(c3ccccc3)CC2)cc1=O	i	2.6	-3.7	i	-4.4	-4.1	i	i	i	i	i
COc1ccc(NC(=O)c2ccccc2NC(=O)NC2CCCCC2)cc1	i	7.1	-1.2	i	-0.7	-7.9	i	i	i	i	i
CC(=O)n1cc(C2C(=O)CCCC2=O)c2ccccc21	i	3.3	-2.1	i	0.4	-7.3	i	i	i	i	i
CO/N=C(\c1nonc1N)N1CCN(c2ccc(Cl)cc2[N+](=O)[O-])CC1	i	4.4	-1.5	i	0.8	-14.3	i	i	-8.27*	i	i
Nc1nccc(/C=C/c2ccc(Cl)cc2)n1	i	7.8	-1.0	i	0.7	-9.2	i	i	i	i	i
NC(=O)c1ccc(NC(=O)c2cnc3ccccc3n2)cc1	i	5.9	-0.2	i	-2.2	-16.2	i	i	i	i	i
O=C(NCCc1ccccc1)/C(=C\c1ccc([N+](=O)[O-])cc1)NC(=O)c1ccccc1	i	2.7	1.8	i	-2.4	-6.4	i	i	i	i	i
CC1(C)SC(=S)N(NC(=O)Nc2ccccc2)C1N(O)C(=O)Nc1ccccc1 (stereo not drawn)	i	9.9	0.2	i	0.9	-5.8	i	i	i	i	i
O=C1NCC(c2ccccc2)C1C(=O)N/N=C\c1ccc(-c2ccc(Cl)c(Cl)c2)o1 (stereo not drawn)	i	4.5	0.2	i	-2.7	-10.6	8.97*	i	i	i	i
Cc1onc(-c2ccccc2)c1C(=O)OCC(=O)N1CCN(c2ccccc2)CC1	i	13.2	1.4	i	-2.6	-12.6	i	i	i	i	i
O=C(O[C@@H]1Cc2c(O)cc(O)cc2O[C@@H]1c1cc(O)c(O)c(O)c1)c1cc(O)c(O)c(O)c1	i	·	-1.3	i	·	-6.4	i	·	i	i	i
Cc1cc(Nc2c(C)n(C)n(-c3ccccc3)c2=O)n2c(nc3cc(F)c(F)cc32)c1C#N	i	·	0.2	i	-2.3	-9.7	i	·	i	i	i
CN(Cc1ccncn1)C(=O)CC1C(=O)NCCN1Cc1cccc(Oc2ccccc2)c1 (stereo not drawn)	i	-5.3	2.1	i	1.5	-5.4	i	i	i	i	i
CC(C)CNC(CC(=O)Nc1cccc([N+](=O)[O-])c1)C(=O)O (stereo not drawn)	i	-5.0	1.9	i	-1.9	-5.7	i	i	i	i	i
C=CCNC(=S)N1CCN(c2ccccc2Cl)CC1	i	-4.2	1.0	i	0.6	-7.5	i	i	i	i	i
O=C(NC1CCCCC1)c1ccccc1NC(=S)NC(=O)C1CCC1	i	-0.6	-0.6	i	-36.5	-7.9	i	i	i	i	i
O=C(COc1ccccc1Cl)c1ccc[nH]1	i	5.0	-1.0	i	4.7	-0.9	i	i	i	i	i
CCOc1ccc(N2C(=O)CC(N(CCc3ccc(OC)cc3)C(=O)c3cccc(F)c3)C2=O)cc1 (stereo not drawn)	i	-2.3	-2.1	i	-1.2	-5.6	i	i	i	i	i
Cc1csc(NS(=O)(=O)c2cccc([N+](=O)[O-])c2)n1	i	-0.8	2.3	i	-2.2	-2.5	i	i	i	i	i
CC(C)(C)c1ccc(-c2nc(C#N)c(N3CCC(C(N)=O)CC3)o2)cc1	·	2.5	-1.1	i	-1.6	-10.7	i	i	i	i	i
CCOc1ccc(S(=O)(=O)Nc2cccc(C(=O)N(C)Cc3cccc(OC)c3OC)c2)cc1	i	·	0.1	i	-6.9	-7.2	i	i	i	i	i

# Continued.
SMILES	PolyA inh	Dyrk1A ADPGlo	GSK3beta inhib	KCNQ1 inh	GSK3A inh	hERG rescue	RGS4 inh	KCNK3 inh	KCNK9 inh	KCNQ1 pot	RGS4 act
N=C1C(c2ccccc2)=C(O)CN1NC(=O)c1ccccc1	i	0.1	0.7	i	-0.3	-4.5	i	i	i	i	i
O=C(O)c1ccc(N/N=C/c2c[nH]c3ccccc23)cc1	i	·	-0.3	i	-0.7	-4.9	i	i	i	i	i
Cc1ccc(C(=O)NNC(=O)c2ccc(C)cc2)cc1	i	-4.0	0.5	i	-2.8	-3.0	i	i	i	i	i
O=C(Cn1c(=O)cnc2ccccc21)NCC(=O)Nc1ccc(F)c(F)c1	i	4.9	-9.4	i	1.3	-8.7	i	i	i	i	i
Cc1ccc(-c2noc(CN(C(=O)CCCN3C(=O)c4ccccc4C3=O)C(C)C)n2)cc1	i	5.5	1.9	i	-1.8	-10.4	i	i	i	i	i
Cc1ccc(S(=O)(=O)n2[nH]c(=O)cc2NC(=O)c2cccs2)cc1	i	·	1.1	i	0.4	-6.1	i	·	i	i	i
COC(=O)/C=C/c1ccc(-n2cncn2)cc1	i	0.4	-23.6	i	-4.2	-6.8	i	i	i	i	i
CCN(CC)S(=O)(=O)c1ccc(C(=O)NCCN2C(=O)S/C(=C\c3cccnc3)C2=O)cc1	i	-1.9	0.4	i	-1.0	-11.9	i	i	i	i	i
CCCC(=O)NC(c1ccco1)c1cc(Cl)c2cccnc2c1O (stereo not drawn)	i	5.4	-0.9	i	1.0	-5.9	i	i	i	i	i
COc1ccc(C(=O)NC(C)CCc2ccccc2)c(O)c1 (stereo not drawn)	i	5.0	0.9	i	-1.9	-11.4	i	i	i	i	i
COc1cc(OC)cc(C(=O)N2CCN(c3ncccn3)CC2)c1	i	-3.1	-1.2	i	-1.1	-15.2	i	i	i	i	i

# Not all compounds are listed. The share of hits here may be higher or lower than overall.
